Screening results deposited in PubChem BioAssay by several laboratories.
hERG rescue: hERG (human) protection from proarrhythmic block; 310,000 tested, 0.51% active; Q12809; CHO-hERG, FluxOR thallium flux, dofetilide IC70 present; AID 1511; activation (rescue from dofetilide block), less the hit threshold, % at 10 µM;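 active means activation above the mean of controls blocked by dofetilide plus 5 SD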;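 further: thallium influx through hERG after potassium depolarization seen as dye fluorescence rise; in these data hits start at about 4.7%; inactives centre near -7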
RGS4 inh: human RGS4 inhibition. P49798. HEK293 M3R/RGS4 inducible, Fluo-4 calcium flux; hits give high values; triggered by carbachol at its EC20. B-score at 10 µM. 310,000 tested, 0.45% active. AID 463165;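 active means B-score, a plate-corrected calcium signal, over three deviations above library mean, with baseline fluorescence within five deviations of library mean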;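 further: RGS4 expression induced by doxycycline in cells with stable M3 receptor; B-score is computed from the integrated fluorescence ratio over baseline after carbachol; higher B-score means a larger calcium signal and so more RGS4 inhibition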
Target sequence (P49798 whole entry, looked up): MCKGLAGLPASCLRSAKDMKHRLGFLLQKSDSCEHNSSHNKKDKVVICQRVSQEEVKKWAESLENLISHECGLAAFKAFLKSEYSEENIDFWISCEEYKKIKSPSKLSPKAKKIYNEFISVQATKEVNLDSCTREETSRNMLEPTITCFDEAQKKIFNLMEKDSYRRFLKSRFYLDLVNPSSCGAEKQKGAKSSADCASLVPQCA
GSK3beta inhib: human GSK3beta kinase inhibition; P49841; GST-GSK3beta kinase, ADP-Glo luminescence, 60 min; hits give low values; activity score (negative = inhibition), % at 10 µM; 300,000 tested, 0.038% active;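 active means more than half of replicate wells score below -50%, meaning over 50% inhibition versus plate controls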;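 further: 0% = median DMSO wells and -100% = median GW8510 positive control wells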
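test system = GST-tagged human GSK3beta kinase, cell-free | reagent = 25 µM ATP with peptide substrate | dosing = one dose of 10 µM per compound | schedule = 60 min reaction, RT | detection = luminescent ADP-Glo measurement of ADP formed | control set = DMSO neutral wells and GW8510 at 20 µM as positive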
GSK3 alpha inh: blocks human GSK-3 alpha kinase | 320,000 tested, 0.1% active | ADP-Glo luminescence, 60 min | P49840 | inhibition, % at 10 µM | AID 2650;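 in the data active means inhibition above about 50%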;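 further: GST-tagged GSK-3 alpha with peptide substrate and 25 µM ATP; 0% = DMSO neutral wells and 100% = GW8510 positive control wells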
DYRK1A inh: Dyrk1A (rat) kinase inhibition. Q63470. ADP-Glo luminescence, NFATc1 peptide. inhibition, % at 12.5 µM. 310,000 tested, 0.43% active. AID 504441; in the data active means inhibition above about 50%;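 further: plate controls were vehicle with enzyme for no effect and no enzyme for full effect; many of its hits are not listed in these tables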
PolyA inhibitor: blocks polyadenylation in yeast reporter cells; S. cerevisiae SKY197-pL101 polyadenylation reporter, beta-gal luminescence; efflux-impaired pdr1/pdr3 knockout yeast; score 100 = 6 SD above DMSO; calls only at 12 µM; 300,000 tested, 0.02% active; AID 1875;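 active means lowest replicate activity score at least 50, where 100 means six control SD above control mean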;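 further: yeast exposed to compound for 9 h at 30 °C; higher score means more reporter readthrough which indicates perturbed polyadenylation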
KCNQ1 block: human KCNQ1 channel inhibition | P51787 | CHO-K1 KCNQ1, FluxOR thallium flux fluorescence; hits give high values | B-score at 10 µM | 310,000 tested, 1.3% active | AID 2642;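 active means compounds whose thallium flux B-score, printed positive for inhibition, exceeds three library SD while starting fluorescence stays within three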;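 further: channel opened by potassium depolarization with thallium stimulus after 20 min compound exposure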
Target sequence (P51787 whole entry, looked up): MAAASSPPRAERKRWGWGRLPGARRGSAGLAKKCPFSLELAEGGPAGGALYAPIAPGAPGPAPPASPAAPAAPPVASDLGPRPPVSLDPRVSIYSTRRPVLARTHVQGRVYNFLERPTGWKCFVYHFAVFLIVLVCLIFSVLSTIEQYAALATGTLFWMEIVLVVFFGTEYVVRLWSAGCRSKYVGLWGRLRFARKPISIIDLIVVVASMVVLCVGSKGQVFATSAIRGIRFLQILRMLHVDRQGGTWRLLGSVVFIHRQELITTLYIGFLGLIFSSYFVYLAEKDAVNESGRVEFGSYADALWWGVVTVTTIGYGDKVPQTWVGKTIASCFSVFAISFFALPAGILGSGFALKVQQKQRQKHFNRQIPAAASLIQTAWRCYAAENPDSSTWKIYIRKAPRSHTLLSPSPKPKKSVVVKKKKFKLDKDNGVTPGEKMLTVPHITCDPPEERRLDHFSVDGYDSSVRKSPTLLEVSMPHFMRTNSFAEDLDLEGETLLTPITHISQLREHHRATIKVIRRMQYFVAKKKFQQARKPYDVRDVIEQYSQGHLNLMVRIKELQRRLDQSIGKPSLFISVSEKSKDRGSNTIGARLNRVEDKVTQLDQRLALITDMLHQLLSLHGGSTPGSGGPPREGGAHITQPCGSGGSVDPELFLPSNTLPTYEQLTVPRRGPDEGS
KCNK9 block: inhibitors of human KCNK9 two-pore domain potassium channel; Q9NPC2; AID 488922; B-score at 10 µM; HEK293 KCNK9, FluxOR thallium flux fluorescence; hits give low values; 310,000 tested, 1.2% active;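 active means ratio B-score over 3 SD below the library mean, with starting fluorescence within 5 SD of its mean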;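 further: negative B-score means less thallium flux so channel inhibition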
RGS4 pot: potentiators or activators of RGS4. 310,000 tested, 0.92% active. HEK293 M3R/inducible RGS4, carbachol calcium flux Fluo4; hits give low values. B-score at 10 µM. AID 463111;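 active means B-score of the integrated calcium signal more than 4 SD below the library mean, with starting fluorescence not abnormally high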;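 further: negative B-score means reduced calcium response which marks RGS4 activation or potentiation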
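System – HEK293 FlpIn-TREx cells, stable M3R, doxycycline-inducible RGS4 · Reagent – ECmax carbachol challenge · Times – compound preincubation 20 min at room temperature before agonist · Technique – Fluo4 fluorescence kinetic imaging of calcium · Measure – B score of integrated Fluo4 ratio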
KCNK3 inh: human KCNK3 channel inhibition, primary screen | CHO-KCNK3 thallium flux, FluxOR fluorescence; hits give low values | B-score at 10 µM | 340,000 tested, 0.84% active | AID 602410;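 active means B-score under library mean minus 4 SD, starting fluorescence ratio at most library mean plus 5 SD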;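 further: more negative B-score means stronger inhibition of thallium flux through KCNK3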
KCNQ1 act: human KCNQ1 channel potentiation or activation | P51787 | CHO-K1 KCNQ1, thallium flux FluxOR fluorescence; hits give high values | B-score at 10 µM | 310,000 tested, 0.35% active;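 active means fluorescence ratio B-score, a plate-corrected score, at least three library SD, with initial intensity B-score within 5 SD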
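Test system: CHO-K1 cells stably expressing KCNQ1 / Medium: assay buffer / Also added: depolarizing K+/Tl+ stimulus, K2SO4 and Tl2SO4 each 12.5 mM in 5x stock / Incubation: 90 min dye loading and 20 min compound exposure, both at room temperature / Signal: thallium influx via FluxOR fluorescence, kinetic imaging / Evaluation: B score of baseline-normalized fluorescence ratio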
Active calls of the source: *; i = inactive; nt = not tested or not shown.

SMILES	hERG rescue	RGS4 inh	GSK3beta inhib	GSK3 alpha inh	DYRK1A inh	PolyA inhibitor	KCNQ1 block	KCNK9 block	RGS4 pot	KCNK3 inh	KCNQ1 act
Cc1cccc(NC(=O)OC2CN3CCC2CC3)c1 (stereo not given)	-6	i	5	-3	5	i	i	i	i	i	i
CCOc1ccc(C2C(C#N)=C(N)Oc3c2c(=O)oc2ccccc32)cc1 (stereo not given)	-11	i	2	nt	9	nt	i	i	i	i	i
O=C1/C(=C\c2cccnc2)N2CCC1CC2	-7	i	-1	-2	-3	i	i	i	i	i	i
O=[N+]([O-])c1cc(-n2cnnn2)c(O)c([N+](=O)[O-])c1	-13	i	2	-2	1	i	i	i	i	i	i
Cn1c(O)c(C=NCCN2CCOCC2)c(=O)n(C)c1=S	-6	i	-14	15	7	i	i	i	i	i	i
O=C(Cc1ccccc1)N1CCN(Cc2ccccc2Cl)CC1	-6	i	-4	-2	2	i	i	i	i	i	i
C[C@H]1CCCC(=O)CCCCCc2cc(O)cc(O)c2C(=O)O1	-8	i	-9	1	-2	i	i	i	i	i	i
Cc1nc2c(=O)n(C)c(=O)nc-2n(C)n1	nt	nt	-23	7	76*	i	nt	nt	nt	i	nt
COc1cccc(CNCCc2cccc(F)c2)c1OC	-6	i	4	-1	-7	i	i	i	i	i	i
COc1ccc(N=Cc2c(O)n(Cc3ccccc3)c(=S)[nH]c2=O)c(OC)c1	-15	i	1	6	8	i	6*	i	i	-8.7*	i
Cc1cc(C(=O)O)c(C)n1C1CC1	-10	i	0	-2	8	i	i	i	i	i	i
Cc1ccsc1CNCCc1ccccc1F	-10	i	1	2	3	i	i	i	i	i	i
Cc1ccc(CS(=O)(=O)CCC(=O)N2CCC3(CC2)OCCO3)cc1	-1	i	-5	0	-4	i	i	i	i	i	i
O=C1C2CCCN2C(c2ccc(Cl)c(Cl)c2)N1c1ccccn1 (stereo not given)	-9	i	5	0	-4	i	i	i	i	i	i
Cc1cccc(OP(N)(=O)Oc2cccc(C)c2)c1	-7	i	-2	-1	1	i	i	i	i	i	i
CCOC(=O)c1c(C)n(CCOC)c2ccc(O)cc12	-5	i	1	3	5	i	i	i	i	i	i
CCC/C=C(\CCC)C(NP(=O)(c1ccccc1)c1ccccc1)c1ccccc1 (stereo not given)	-6	i	1	1	nt	i	i	i	i	nt	i
COc1cc2c(cc1O)CC1c3c(cc(O)c(OC)c3-2)CCN1C (stereo not given)	-4	i	-1	14	70*	i	i	i	i	i	i
COc1cc(OC)c(OC)cc1CN1CCN(C(=O)COc2ccc3ccccc3c2)CC1	-10	i	-1	-1	1	i	i	i	i	i	i
O=C(Nc1ccc(F)cc1)c1c(O)c2c(n(Cc3ccccc3)c1=O)CCCC2	-10	i	-3	2	-4	i	i	i	i	i	i
Cn1cc(C(=O)Cc2ccccc2)c2ccccc21	-4	i	-2	0	5	i	i	i	i	i	i
Cc1cc(=O)oc2c(C)c(OCC(=O)N3CCN(Cc4ccccc4)CC3)ccc12	-11	i	0	-1	-1	i	i	i	i	i	i
CN1CCN(/N=C/c2c(O)n(CCC3=CCCCC3)c(=S)[nH]c2=O)CC1	-13	i	-4	-1	2	i	i	i	i	i	i
Cc1ccc(N2C(=O)NC(=O)C3(Cc4ccccc4N4CCN(c5ccccc5)CC43)C2=O)cc1 (stereo not given)	-14	i	-2	1	2	i	i	i	i	i	i
Clc1ccc(N2CCNCC2)nn1	-5	i	3	-2	nt	nt	i	i	i	i	i
O=c1[nH]c(=O)n(-c2ccccc2F)c(O)c1C=NCCC1=CCCCC1	-6	i	-3	0	2	i	i	i	i	i	i
Clc1cccc(CNCCc2c[nH]c3ccccc23)c1	-12	i	0	-2	0	i	i	i	i	i	i
Cc1cc(C)n2nc(C)[n+](C)c2n1	-6	i	2	0	6	i	i	i	i	i	i
CN1CCC(N(C)Cc2cccnc2)CC1	-2	i	-2	-1	-5	i	i	i	i	i	i
CN(C)CC1CSCCC1(O)c1ccccc1Cl (stereo not given)	1	i	0	-3	10	i	i	i	i	i	i
Cn1c(O)c(/C=N/N2CCOCC2)c(=O)n(-c2ccccc2)c1=S	-12	i	0	-1	-1	i	i	i	i	i	i
COc1ccc(/C=C/C(=O)NC(=S)N2C[C@H]3C[C@H](C2)c2cccc(=O)n2C3)cc1OC	-6	i	-2	-4	3	i	i	i	i	i	i
CCN(CC)CCCN=Cc1c(O)n(CCc2ccc(F)cc2)c(=O)[nH]c1=O	-8	i	-2	3	3	i	i	i	i	i	i
CN1CCN(CC#CCOc2ccc(Cl)cc2)CC1	9.8*	i	-1	3	-5	i	i	i	i	i	i
COc1ccc(CN2CCN(c3ccccc3F)CC2)cc1O	-17	i	2	3	-4	i	i	i	i	i	i
Cc1ccc(N2C(=O)NC(=O)/C(=C/C=C/c3ccco3)C2=O)cc1	-7	i	0	0	0	i	i	i	i	i	i
C=CCn1c(O)c(C(C)=Nc2ccc(C(=O)OCC)cc2)c(=O)[nH]c1=O	-10	i	-2	2	11	i	i	i	i	i	i
CCOC(=O)c1cc(C(O)(C(=O)OC)C(F)(F)F)c(/N=C/N(C)C)o1 (stereo not given)	-4	i	2	-2	16	i	i	i	i	i	i
COc1ccc(C(=O)C2CCCN(Cc3cnc(C)s3)C2)c(OC)c1 (stereo not given)	-13	i	2	0	-4	i	i	i	i	i	i
COc1cccc(C(=O)C2CN(C)CC2c2ccc(Cl)cc2)c1 (stereo not given)	-15	i	2	-1	-6	i	i	i	i	i	i
CCCCN1C(=O)/C(=C\c2ccco2)C(=O)N(CCc2ccccc2)C1=O	-9	i	-3	3	-8	i	i	i	i	i	i
CCN(CC)C(=O)c1ccc(NC(=O)c2cccc(F)c2)cc1	-5	i	-3	-1	3	i	i	i	i	i	i
CC(NCc1ccccc1Cl)C(O)c1ccccc1 (stereo not given)	-6	i	2	0	2	i	i	i	i	i	i
CN[C@H](C)[C@H](O)c1ccccc1	-8	i	0	0	-1	i	i	i	i	i	i
COc1ccc(-n2c(O)c(C(C)=Nc3ccc4c(c3)CCC4)c(=O)[nH]c2=O)cc1	-9	i	-2	1	nt	i	i	i	i	i	i
NCC(CC(=O)O)C1CCCCC1 (stereo not given)	-4	i	0	-32	-2	i	i	i	i	i	i
CC(C)Oc1ccc(CC2(CCc3ccncc3)C(=O)NC(=O)NC2=O)cc1	-3	i	3	-1	-1	i	i	i	i	i	i
O=c1[nH]c(O)c(C=NC2CCCCC2)c(=O)[nH]1	1	i	-14	33	-1	i	i	i	i	i	i

Two of these compounds in another layout.
SMILES | hERG rescue | RGS4 inh | GSK3beta inhib | GSK3 alpha inh | DYRK1A inh | PolyA inhibitor | KCNQ1 block | KCNK9 block | RGS4 pot | KCNK3 inh | KCNQ1 act
CN[C@H](C)[C@H](O)c1ccccc1 | -8 | i | 0 | 0 | -1 | i | i | i | i | i | i
COc1ccc(-n2c(O)c(C(C)=Nc3ccc4c(c3)CCC4)c(=O)[nH]c2=O)cc1 | -9 | i | -2 | 1 | nt | i | i | i | i | i | i

Carrying on:
SMILES	hERG rescue	RGS4 inh	GSK3beta inhib	GSK3 alpha inh	DYRK1A inh	PolyA inhibitor	KCNQ1 block	KCNK9 block	RGS4 pot	KCNK3 inh	KCNQ1 act
CC1=NCCc2c1[nH]c1ccccc21	-9	i	2	-3	nt	i	i	i	i	i	i
O=c1[nH]c(=O)n(CCC2=CCCCC2)c(O)c1C=NCCCn1ccnc1	-3	i	-6	29	5	i	i	i	i	i	i
O=C(O)C1C2c3ccccc3C(c3ccccc32)C1C(=O)Nc1ccccc1 (stereo not given)	-14	i	0	-4	-1	i	i	i	i	i	i
CCC(=NCCc1ccccc1)c1c(O)[nH]c(=O)[nH]c1=O	1	i	-8	9	1	i	i	i	i	i	i
O=C(NC1CCCCC1)[C@@H]1CC=C[C@@H]2CCN(Cc3ccccc3)C(=O)[C@@H]21	1	i	-4	-1	8	i	i	i	i	i	i
COC(=O)c1ccccc1N=Cc1c(O)[nH]c(=S)[nH]c1=O	-3	i	0	-6	-1	i	i	i	i	i	i
CC1(C)C(=O)C=C[C@]2(C)[C@H]3CC[C@@]4(C)[C@H](c5ccoc5)OC(=O)[C@H]5O[C@]54[C@]3(C)[C@H](O)C[C@@H]12	-3	i	-6	0	nt	i	i	i	i	nt	i
O=C1NC(=O)N(c2ccccc2F)C(=O)/C1=C/c1cn(CC(=O)N2CCOCC2)c2ccccc12	-12	9.9*	0	-2	nt	i	i	i	i	nt	i
COc1cccc(CN2CCN(C(=O)Cc3ccccc3OC)CC2)c1	-8	i	1	-2	-3	i	i	i	i	i	i
COCCNC(=O)CN1C(=O)C(C)N=C(c2ccccc2)c2cc(Cl)ccc21 (stereo not given)	-6	i	3	2	4	i	i	i	i	i	i
Cn1c(O)c(/C=C2\N=c3ccccc3=C2CCNC(=S)NC2CC2)c(=O)n(C)c1=O	-17	i	0	2	-5	i	i	i	i	i	i
C(#CCN1CCOCC1)COCC#Cc1ccccc1	5.3*	i	-6	-2	-6	i	i	i	i	i	i
O=C1NC(=O)C(CCc2ccncc2)(Cc2ccc(OCc3ccccc3)cc2)C(=O)N1	-7	i	0	-3	0	i	i	i	i	i	i
CCOc1cc(CNCCc2cccc(F)c2)ccc1OC	-4	i	-4	-2	-2	i	i	i	i	i	i
CC1Oc2cc3c(-c4c(O)cc(O)c5c(O)c6c(cc45)OC(C)C(C)C6=O)c(O)cc(O)c3c(O)c2C(=O)C1C (stereo not given)	-2	i	2	-1	-2	i	i	i	i	i	i
CCN(CC)CCCN=C(C)c1c(O)n(C2CCCCC2)c(=O)[nH]c1=O	-6	i	-5	16	-1	i	i	i	i	i	i
OC1(c2ccc(F)cc2)CC2CCC(C1)N2Cc1nnnn1C1CCCCC1 (stereo not given)	-8	i	2	-1	-5	i	i	i	i	i	i
COC(=O)C1=C(c2ccc(S(C)(=O)=O)cc2)C[C@@H]2CC[C@H]1N2C(=O)NC1CC1	-4	i	2	0	2	i	i	i	i	i	i
O=[N+]([O-])c1ccc(N2CCCC2)c2ccncc12	-5	i	0	5	3	i	i	i	i	i	i
O=C1NC(=O)C(=Cc2cccc(OCCOc3ccccc3)c2)C(=O)N1	-4	i	1	-3	-5	i	i	i	i	i	i

Not all compounds are listed; rates above refer to the full screens.
